Compound activity: PubChem BioAssay, Broad Institute
ROS inducer – raises reactive oxygen species in U2OS cancer cells; U2OS ROS induction, H2DCF-DA fluorescence; ROS induction (% of piperlongumine), % at 10 µM; actives 2% (n = 46,000); in the data active means ROS induction above about 79%, passing the limit was not always enough;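 further: 0% = DMSO vehicle median and 100% = reference compound median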
Numbers without * were called inactive. This is a subset (hit frequency here may not be typical).

mol | ROS inducer
C[C@@H]1CN([C@H](C)CO)C(=O)c2cccc(NC(=O)c3ccc(-c4nccs4)cc3)c2O[C@H]1CN(C)C | -2.0
Cn1c(SCC(=O)Nc2ccc3ccccc3c2)nnc1-c1cc2ccccc2o1 | -2.3
CC1CCCC(C)N1C(=O)c1ccccc1 (centres undefined) | 2.3
COc1ccc(CC(=O)NCC(C)C)cc1 | 4.0
CC1(C)[C@H](O)CC[C@@]2(C)[C@@H]3CC[C@](C)(C(O)CO)CC3=CC[C@H]12 (some centres undefined) | -17.0
CCCNC(=O)Cn1cccc1C(=O)c1ccccc1 | -3.5
CC12CCC(c3c1nn(-c1ccccc1)c3C(F)(F)F)C2(C)C (centres undefined) | 8.8
Cc1ccccc1CNC(=O)c1c(C)nc2ccccn2c1=O | -13.2
CCOC(=O)C1=C(Nc2ccc(OC(C)=O)cc2)C(=O)N(C(C)(C)C)C1 | 24.1
C[C@H]1CN([C@@H](C)CO)C(=O)c2cccc(NC(=O)C3CC3)c2O[C@H]1CN(C)S(=O)(=O)c1cccs1 | 5.9
COC(=O)c1ccc2c(c1)N(Cc1ccccc1)C(=O)c1ccccc1S2 | 16.4
C[C@H]1CN([C@@H](C)CO)C(=O)c2cccc(NC(=O)Nc3ccc4c(c3)OCO4)c2O[C@@H]1CN(C)Cc1ccc(C(F)(F)F)cc1 | 70.5
Cn1c(=O)c2c(nc(NCCCO)n2C/C=C/c2ccccc2)n(C)c1=O | 3.6
COc1cccc(NC(=O)CCC(=O)Nc2cccc(OC)c2)c1 | -10.2
O=C1NC2(CCCCC2)N(C(=O)c2ccccc2)C2=C1CCCC2 | 6.8

The list goes on:
mol | ROS inducer
CCn1c(SCC(=O)N2CCc3ccccc32)nnc1-c1ccc([N+](=O)[O-])cc1 | 31.3
C[C@H](CO)N1C[C@H](C)[C@@H](CN(C)C(=O)OCc2ccccc2)OCc2cnnn2CCCC1=O | -7.5
C[C@@H]1CN([C@H](C)CO)C(=O)Cc2cc(NS(=O)(=O)c3cn(C)cn3)ccc2O[C@H]1CN(C)Cc1ccc(C(F)(F)F)cc1 | 11.7
COc1ccc(CN(C)C[C@@H]2Oc3ccc(NS(=O)(=O)c4cn(C)cn4)cc3C(=O)N([C@@H](C)CO)C[C@H]2C)cc1 | -6.3
Cc1coc(C)c1C(=O)CC1(O)C(=O)N(CCCC#N)c2ccccc21 (centres undefined) | -8.0
COc1cccc(N(CC(=O)Nc2ccc(Br)cc2F)S(C)(=O)=O)c1 | 4.7
Cc1noc(C)c1NC(=O)Nc1ccc2c(c1)C(=O)N([C@H](C)CO)C[C@H](C)[C@H](CN(C)Cc1ccc(C(F)(F)F)cc1)O2 | 8.6
Cc1ccc(S(=O)(=O)N(C)C[C@H]2Oc3c(NS(=O)(=O)c4cn(C)cn4)cccc3C(=O)N([C@H](C)CO)C[C@H]2C)cc1 | -3.0
C=C1CC(O)C2C(=C)C(=O)OC2C2C(=C)C(OC3OC(CO)C(O)C(OC(=O)/C=C/c4ccc(O)c(O)c4)C3O)CC12 (centres undefined) | 6.8
c1ccc2[nH]c(CCCc3nc4ccccc4[nH]3)nc2c1 | -1.3
O=C(Nc1ccc2c(c1)OCO2)c1ccc(Br)o1 | 5.4
COc1ccc(S(=O)(=O)N(C)C[C@@H]2Oc3ccc(NC(=O)CCN4CCOCC4)cc3CC(=O)N([C@H](C)CO)C[C@@H]2C)cc1 | -4.6
C[C@H](O)c1nc2ccccc2c(=O)[nH]1 | -3.3
Cc1cc(C(=O)Nc2cccc3c2O[C@H](CN(C)Cc2ccc(-c4ccccc4)cc2)[C@H](C)CN([C@H](C)CO)C3=O)n(C)n1 | 15.7
O=C(NCCc1ccccc1)c1ccc2c(c1)N(Cc1ccccc1)C(=O)CS2 | 5.3

Another view of 2 compounds above.
COc1cccc(N(CC(=O)Nc2ccc(Br)cc2F)S(C)(=O)=O)c1
  ROS inducer: 4.7

Cc1ccccc1CNC(=O)c1c(C)nc2ccccn2c1=O
  ROS inducer: -13.2

Among those listed so far, these contain a furan ring, fused or not:
mol | ROS inducer
Cn1c(SCC(=O)Nc2ccc3ccccc3c2)nnc1-c1cc2ccccc2o1 | -2.3
Cc1coc(C)c1C(=O)CC1(O)C(=O)N(CCCC#N)c2ccccc21 (centres undefined) | -8.0
O=C(Nc1ccc2c(c1)OCO2)c1ccc(Br)o1 | 5.4

Following part:
mol | ROS inducer
C[C@H](CO)N1C[C@H](C)[C@@H](CN(C)C(=O)Nc2ccc(F)cc2)Oc2c(NC(=O)C3CC3)cccc2C1=O | -7.8
COc1ccc(Cl)cc1N(CC(=O)Nc1ccc(F)c(F)c1)S(C)(=O)=O | -1.1
Cc1noc(C)c1NC(=O)N(C)C[C@H]1Oc2ccc(N(C)C)cc2C(=O)N([C@@H](C)CO)C[C@@H]1C | 4.4
CC(C)(C)C(=O)CSc1nnc(-c2ccncc2)n1-c1ccc(Br)cc1 | 7.7
N#Cc1c(-c2ccccc2)cc2c(c1N)c(=O)oc1ccccc12 | 33.1
CC(C)COC(=O)N(C)C[C@@H]1OCc2cnnn2CCCC(=O)N([C@H](C)CO)C[C@@H]1C | 5.5
Cc1ccc(Nc2nc(Oc3ccc(OCc4ccccc4)nn3)nc(N3CCOCC3)n2)cc1 | 39.3
C[C@@H]1CCCCO[C@H](CN(C)C(=O)CCCN(C)C)[C@@H](C)CN([C@H](C)CO)C(=O)c2cc(NC(=O)C3CCCCC3)ccc2O1 | 104.7*
COc1ccc(NC(=O)Nc2cccc3c2O[C@H](CN(C)C(=O)Nc2ccc(C(F)(F)F)cc2)[C@@H](C)CN([C@@H](C)CO)C3=O)cc1 | -8.2
CCN(CC)S(=O)(=O)c1cc(C(=O)Nc2ccccc2C)ccc1C | 7.8
CC1=C(C(=O)Nc2ccccc2)C(c2ccccc2OCc2ccccc2)n2nnnc2N1 (centres undefined) | -6.5
C[C@H](CO)N1C[C@H](C)[C@@H](CN(C)S(=O)(=O)c2cn(C)cn2)Oc2ccc(NC(=O)CCN3CCOCC3)cc2C1=O | -12.4
C[C@@H]1CN([C@@H](C)CO)C(=O)c2cccc(NC(=O)c3cnccn3)c2O[C@@H]1CN(C)S(C)(=O)=O | -11.5
COC(=O)CCCCCCC(=O)N/N=C/c1c(CO)cnc(C)c1O | 1.9
C[C@H](CO)N1C[C@H](C)[C@H](CN(C)S(C)(=O)=O)Oc2ccc(NC(=O)CCCN(C)C)cc2C1=O | 60.7

The results go on:
mol | ROS inducer
C[C@H]1CN([C@@H](C)CO)C(=O)c2cccc(NS(=O)(=O)c3ccccc3)c2O[C@H]1CN(C)S(=O)(=O)c1cccs1 | -4.8
Cc1cc(C(F)(F)F)n2ncnc2n1 | 2.5
CNC[C@H]1Oc2c(NS(=O)(=O)c3ccc(Cl)cc3)cccc2C(=O)N([C@H](C)CO)C[C@H]1C | -13.8
COc1ccc(CN(C)C[C@H]2OCCCC[C@@H](C)Oc3ccc(NC(=O)Nc4ccc(C(F)(F)F)cc4)cc3C(=O)N([C@H](C)CO)C[C@@H]2C)cc1 | 40.0
CC(=O)NCCNc1nc2c(-c3ccc(Cl)cc3)nnn2c2ccccc12 | 33.2
CC(C)NC(=O)Nc1ccc2c(c1)CC(=O)N([C@H](C)CO)C[C@@H](C)[C@H](CN(C)S(=O)(=O)c1ccccc1)O2 | 8.1
C[C@H](CO)N1C[C@H](C)[C@@H](CN(C)S(=O)(=O)c2cn(C)cn2)Oc2c(NC(=O)C3CCCCC3)cccc2C1=O | -5.7
C[C@H]1CN([C@@H](C)CO)C(=O)c2cccc(NC(=O)c3cnccn3)c2O[C@@H]1CN(C)CC1CCCCC1 | -5.0
Cc1ccc(S(=O)(=O)Nc2ccc3c(c2)C(=O)N([C@H](C)CO)C[C@@H](C)[C@H](CN(C)S(=O)(=O)c2ccc(C)cc2)O3)cc1 | 8.3
N#Cc1cnc2c(C(N)=O)cnn2c1N | 7.9
Cc1cc(-c2nc(C)c(-c3nnc(SCC(=O)Nc4ccccc4)n3C)s2)no1 | -8.1
Nc1nnc(SCC(=O)Nc2ccc(Oc3ccccc3)cc2)s1 | -5.6
COc1ccc(S(=O)(=O)N(C)C[C@H]2Oc3ccc(N(C)C)cc3CC(=O)N([C@H](C)CO)C[C@H]2C)cc1 | -6.2
CCCn1c2ccccc2c2nnc(SCCC(=O)O)nc21 | 44.3
COc1ccc(NC(=O)N(C)C[C@@H]2Oc3ccc(NC(=O)Nc4c(C)noc4C)cc3C(=O)N([C@H](C)CO)C[C@@H]2C)cc1 | -9.2

Looked up above:
ROS inducer, C[C@H](CO)N1C[C@H](C)[C@@H](CN(C)S(=O)(=O)c2cn(C)cn2)Oc2c(NC(=O)C3CCCCC3)cccc2C1=O stands at -5.7
ROS inducer, COc1ccc(S(=O)(=O)N(C)C[C@H]2Oc3ccc(N(C)C)cc3CC(=O)N([C@H](C)CO)C[C@H]2C)cc1 stands at -6.2
ROS inducer, Cc1ccc(S(=O)(=O)Nc2ccc3c(c2)C(=O)N([C@H](C)CO)C[C@@H](C)[C@H](CN(C)S(=O)(=O)c2ccc(C)cc2)O3)cc1 stands at 8.3

(further entries)
mol | ROS inducer
O=C(Nc1ccc(Cl)c(C(F)(F)F)c1)C(=S)NCc1ccco1 | -2.0
O=C(CCCN1C(=O)c2ccccc2C1=O)Nc1ccc(Cl)cc1C(F)(F)F | 25.8
COC(=O)[C@@]1(Cc2ccccc2CN=[N+]=[N-])N=C(c2ccc(OCCCO)cc2)O[C@H]1c1ccccc1N=[N+]=[N-] | 17.0
C=C(C(=O)O)[C@@H]1CC[C@@]2(C)C=CC(=O)[C@@H](CCC3(O)C(=O)C=C[C@]4(C)CC[C@@H](C(=C)C(=O)O)C[C@@H]34)[C@@H]2C1 (some centres undefined) | -8.4
CCOc1ccc2nc(SCC(=O)Nc3ccc(Br)cc3F)sc2c1 | 5.8
CNC[C@H]1Oc2ccc(NS(=O)(=O)c3ccccc3)cc2CC(=O)N([C@@H](C)CO)C[C@@H]1C | 0.2
C[C@H]1CN([C@@H](C)CO)C(=O)Cc2cc(N(C)C)ccc2O[C@@H]1CN(C)C | 7.8
O=C(Cn1c(SCc2cccc(Cl)c2)nc2ccncc21)NCC1CCCO1 (centres undefined) | -13.6
COc1ccccc1NC(=O)CSc1n[nH]c(C)n1 | -19.2
Cc1ccccc1NC(=O)N(Cc1cccs1)C(=O)CC#N | -5.4
CC(=O)Oc1ccc2c(=O)c(Oc3ccc(Cl)cc3)c(C)oc2c1 | -2.0
O=S(=O)(N[C@H]1CCN(Cc2ccc(OCCO)cc2)C1)c1cc(Cl)ccc1Cl | 1.2
C[C@@H]1CN([C@H](C)CO)C(=O)c2cccc(NC(=O)C3CCOCC3)c2O[C@@H]1CN(C)C | 19.6
C[C@@H]1CCCCO[C@@H](CN(C)C(=O)Nc2ccccc2)[C@@H](C)CN([C@H](C)CO)C(=O)c2cc(NS(=O)(=O)c3cn(C)cn3)ccc2O1 | 3.1
C[C@@H]1CN([C@H](C)CO)C(=O)c2cccc(NC(=O)C3CCCCC3)c2O[C@H]1CN(C)Cc1ccccc1 | 17.2

New compounds follow.
mol | ROS inducer
COc1ccc(NC(=O)N(C)C[C@H]2Oc3ccc(NC(=O)NC4CCCCC4)cc3CC(=O)N([C@H](C)CO)C[C@H]2C)cc1 | 82.6*
C[C@@H]1CN([C@@H](C)CO)C(=O)c2cccc(NS(=O)(=O)c3ccccc3)c2O[C@H]1CN(C)C(=O)Nc1ccc(C(F)(F)F)cc1 | -7.0
CCc1c(C)sc(NC(=S)NCc2cc(C)n(C)n2)c1C(=O)OC | -6.2
C[C@H](CO)N1C[C@H](C)[C@H](CN(C)C(=O)NC2CCCCC2)Oc2ncc(-c3ccccc3)cc2C1=O | 23.3
Cc1cc(C(=O)Nc2cccc3c2O[C@H](CN(C)S(=O)(=O)c2ccc(F)cc2)[C@H](C)CN([C@@H](C)CO)C3=O)n(C)n1 | 5.1
CC1=C(C(=O)OCc2ccccc2)OC(N)=C(C#N)C1c1ccc(F)cc1 (centres undefined) | 13.9
O=C1N(Cc2ccccc2)Cc2ccccc2C[C@]12N=C(c1ccc(OCCCO)cc1)O[C@@H]2c1ccccc1 | 54.6
COc1ccc(S(=O)(=O)N(C)C[C@H]2Oc3ccc(NS(C)(=O)=O)cc3CC(=O)N([C@@H](C)CO)C[C@H]2C)cc1 | 5.3
C[C@@H]1CCCCO[C@@H](CN(C)C(=O)Nc2ccc(C(F)(F)F)cc2)[C@@H](C)CN([C@H](C)CO)C(=O)c2cc(NC(=O)Cc3ccccc3)ccc2O1 | 44.5
C[C@H](CO)N1C[C@H](C)[C@H](CN(C)S(=O)(=O)c2cccs2)Oc2ccc(NS(=O)(=O)c3ccc(F)cc3)cc2CC1=O | 4.0
FC(F)(F)c1nnc2n1Nc1nc3ccccc3nc1S2 | 703.6*
COc1ccc(NC(=O)Nc2ccc3c(c2)C(=O)N([C@@H](C)CO)C[C@@H](C)[C@@H](CN(C)Cc2ccc(C(=O)Nc4ccccc4N)cc2)O3)cc1 | -9.1
C[C@@H]1CN([C@@H](C)CO)C(=O)c2cccc(NC(=O)CCCCCC(=O)Nc3ccccc3N)c2O[C@@H]1CN(C)S(=O)(=O)c1ccc(F)cc1 | 19.3
COc1cccc(C2CC(C(F)(F)F)n3ncc(C(=O)NCc4ccco4)c3N2)c1 (centres undefined) | 16.2
C[C@H](CO)N1C[C@H](C)[C@@H](CN(C)Cc2ccc(C(F)(F)F)cc2)OCc2cnnn2CCCC1=O | 16.1

The list goes on.
mol | ROS inducer
CC(C)NC(=O)N(C)C[C@H]1OCc2cnnn2CCCC(=O)N([C@@H](C)CO)C[C@H]1C | 22.2
Cc1cc2c(cc1S(=O)(=O)N1CCCCC1C)OCC(=O)N2 (centres undefined) | 14.9
O=C(CCCCCCC(=O)Nc1ccccc1O)N/N=C/c1cc(Cl)cc(Cl)c1O | -6.1
C[C@H](CO)N1C[C@H](C)[C@H](CN(C)Cc2ccc(C(F)(F)F)cc2)Oc2ccc(NC(=O)Nc3cccc4ccccc34)cc2C1=O | 1.1
Cn1c(=O)[nH]c2ncn(C)c2c1=O | -1.8
CC1(C)CC(=O)c2cc3c(N)c(C(=O)Nc4ccccc4)sc3nc2C1 | 10.6
COc1ccc(CN(C)C[C@H]2Oc3ccc(NS(=O)(=O)c4ccc(F)cc4)cc3CC(=O)N([C@H](C)CO)C[C@H]2C)cc1 | 6.2
